Screens deposited in PubChem BioAssay by several laboratories.
MsrA inh: bovine MsrA inhibition; inhibition, % at 15.5 µM; 360,000 tested, 0.75% active; purified bovine MsrA, absorbance read-out; in the data active means inhibition above about 4.5%;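 further: 0% = vehicle wells with enzyme and 100% = reference inhibitor wells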
PABP1 MLLE inh: inhibitors of microRNA-mediated deadenylation, human PABP1 MLLE binding; P11940; inhibition, % at 20 µM; GST-MLLE / FITC-PAM2 fluorescence polarization; 360,000 tested, 0.36% active; AID 588489; in the data active means inhibition above about 35%, passing the limit was not always enough;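 further: plate controls were DMSO wells with GST-MLLE for no effect and wells lacking GST-MLLE protein for full effect; some results filed as inactive read as strong as hits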
FAS TE block: FAS thioesterase (human) inhibition; P49327; inhibition, % at 15 µM; 360,000 tested, 0.67% active; recombinant FAS-TE, OMFH fluorogenic substrate, fluorescence endpoint;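 active means compounds whose normalised, plate-corrected inhibition of enzyme fluorescence in the single-dose primary screen is 50% or more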;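 further: 0% = DMSO with enzyme and 100% = substrate without enzyme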
Tb MetRS inh: Trypanosoma brucei MetRS inhibition; purified T. brucei MetRS, ATP depletion, Kinase-Glo luminescence; 360,000 tested, 0.4% active; inhibition, % at 11.9 µM;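 active means inhibition above a per-plate cutoff of the control wells' mean inhibition plus 3 SD, cut at about 5.5% in these data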;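 further: 0% = DMSO wells median and 100% = median of wells with control inhibitor compound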
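technique = Kinase-Glo luminescence, ATP depletion format | system = purified MetRS (methionyl-tRNA synthetase) enzyme from Trypanosoma brucei | timing = 15 min preincubation, 2 h reaction, all 25 °C | evaluation = percent inhibition versus plate control medians | dosing = single dose, 11.9 µM final nominal, 0.9% final DMSO | also added = substrates ATP, L-methionine and bulk Escherichia coli tRNA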
MT1-MMP act inh: inhibitors of human MT1-MMP activation; P50281; HT1080 RFP-PRO-GFP cells, GFP/RFP ratio fluorescence, overnight; percent of plate control window, DMSO zero; GFP/RFP ratio change, % at 20 µM; 360,000 tested, 0.061% active;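 active means GFP/RFP ratio change of at least 30% with cell ATP level not reduced by more than half and red fluorescence within 50% of control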; further: strong numbers were not always called active
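Material – HT1080 RFP-PRO-GFP cells · Control set – DMSO wells and RFP-L50D-GFP cells · Incubation – overnight cell settling, then overnight compound exposure, 37 °C, 5% CO2 · Compound dosing – single-point 20 µM compound, 1% DMSO · Read-out – GFP/RFP fluorescence ratio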
SKN-1 block: inhibitors of C. elegans SKN-1 | C. elegans VP596 Pgst-4::GFP/RFP ratio, acrylamide-induced, 24 h | inhibition, % at 21.8 µM | 360,000 tested, 0.49% active | AID 624304;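 active means interference check ratio from 0.5 to 1.5 plus GFP to RFP signal ratio inhibition reaching or exceeding a fixed threshold, cut at about 30% in these data, passing the limit was not always enough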; further: some compounds called inactive have numbers as strong as hits
CendR NRP1 mod: alters CendR peptide binding to human NRP-1 | O14786 | FAM-RPARPAR peptide binding to NRP-1, fluorescence polarization | inhibition, % at 25 µM | 360,000 tested, 0.85% active;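 active means inhibition or corrected inhibition above about 18%, plus a signal ratio from 0.5 to 1.5, limit read from the data, passing the limit was not always enough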; further: strong numbers were not always called active
E coli Lon inh: inhibits E. coli Lon protease; P0A9M0; purified E. coli Lon protease, fluorescence polarization; inhibition, % at 7.94 µM; 360,000 tested, 0.42% active; AID 602123; in the data active means inhibition above about 13%, passing the limit was not always enough;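 further: 0% = enzyme with probe and DMSO and 100% = no enzyme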
Target sequence (P0A9M0 whole entry, looked up): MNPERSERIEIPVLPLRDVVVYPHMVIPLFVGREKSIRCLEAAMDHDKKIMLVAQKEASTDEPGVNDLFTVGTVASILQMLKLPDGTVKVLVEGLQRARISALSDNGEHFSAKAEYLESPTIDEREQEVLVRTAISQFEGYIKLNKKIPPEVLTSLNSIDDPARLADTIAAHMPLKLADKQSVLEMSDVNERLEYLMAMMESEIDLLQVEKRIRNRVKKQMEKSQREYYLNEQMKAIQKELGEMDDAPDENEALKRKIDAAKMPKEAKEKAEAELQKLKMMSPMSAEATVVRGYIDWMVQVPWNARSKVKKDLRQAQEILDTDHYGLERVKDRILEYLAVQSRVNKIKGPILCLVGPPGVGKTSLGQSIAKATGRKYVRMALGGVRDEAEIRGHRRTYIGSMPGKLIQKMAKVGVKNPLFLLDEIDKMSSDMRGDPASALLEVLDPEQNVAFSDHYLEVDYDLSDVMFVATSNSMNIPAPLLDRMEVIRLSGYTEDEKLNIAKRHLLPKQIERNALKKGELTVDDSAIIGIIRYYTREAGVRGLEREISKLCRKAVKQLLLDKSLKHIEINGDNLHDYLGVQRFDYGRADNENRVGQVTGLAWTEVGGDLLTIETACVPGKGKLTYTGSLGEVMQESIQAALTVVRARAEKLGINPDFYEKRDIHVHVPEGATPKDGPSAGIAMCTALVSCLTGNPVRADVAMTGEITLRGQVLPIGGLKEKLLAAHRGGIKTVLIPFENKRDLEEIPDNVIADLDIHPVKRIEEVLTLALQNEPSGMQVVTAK
MsrA act: activators of bovine methionine sulfoxide reductase A; 360,000 tested, 0.3% active; purified bovine MsrA, absorbance read-out; AID 602163; activation, % at 10.6 µM; in the data active means activation above about 7.5%;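 further: 0% = vehicle and 100% = reference activator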
* marks the source's active call; other numbers are inactive results; . = no result given.

Structure	MsrA inh	PABP1 MLLE inh	FAS TE block	Tb MetRS inh	MT1-MMP act inh	SKN-1 block	CendR NRP1 mod	E coli Lon inh	MsrA act
Cc1ccc(-c2nnnn2CS(=O)(=O)c2ccccc2)cc1	0.1	-7	-1	-1.2	-6	-12	0	-3	0
CC(=O)N1CCN(c2ccc(NC(=O)c3cc4ccccc4o3)cc2)CC1	2.4	-11	-3	0.2	-1	13	-3	-1	-3
O=C(NCc1ccncc1)C1Cc2c(-c3ccc(Cl)cc3)ccnc2O1 (stereo unspecified)	0.3	-5	-2	1.0	1	16	-11	-5	-1
Cc1ccc(C)c(S(=O)(=O)N2CCN(C(=O)c3ccc(C)s3)CC2)c1	-1.0	14	9	0.0	0	-24	10	-6	-5
O=C(CC12CC3CC(CC(C3)C1)C2)Nc1ccc2c(c1)COC2=O	-0.6	10	8	0.0	2	0	1	-2	-2
COC(=O)c1c(C)oc2ccc(NS(=O)(=O)c3cccs3)cc12	-1.1	-7	9	-0.5	4	-11	-2	3	-2
O=C(c1ccco1)N1CCN(Cc2ccccc2Br)CC1	1.9	-3	0	0.9	3	2	-10	-4	1
COc1ccc(-c2nn(-c3ccccc3)cc2CO)cc1OC	-0.5	1	-8	0.1	3	-3	7	5	-1
CN1CCCC(OC(=O)c2ccccc2F)C1 (stereo unspecified)	0.9	-6	-2	5.2	2	24	1	-16	-1
COc1ccc(C(Cl)=C(c2ccc(OC)cc2)c2ccc(OC)cc2)cc1	3.6	-5	34	0.2	1	10	11	4	-3
Cc1ccc(C)c(OCC(=O)Nc2cccc(S(=O)(=O)NC3=NCCCCC3)c2)c1	-0.6	-7	0	0.6	0	-28	5	-3	-7
COc1ccc(-c2nc(CS(=O)(=O)CC(=O)NCCc3ccccc3)c(C)o2)cc1	-0.6	-1	0	-0.4	1	5	-4	16	-3
Cc1cc(NS(=O)(=O)c2ccc(NC(=O)c3ccco3)cc2)nc(C)n1	-0.2	0	-5	0.0	-6	17	-27	-5	-3
Cc1cc(S(=O)(=O)N(Cc2ccc3c(c2)OCO3)CC2CCCO2)ccc1-n1cnnn1 (stereo unspecified)	0.6	6	10	-0.6	-2	21	-1	3	-4
CC(C(=O)OCC(=O)Nc1ccccc1OC(F)F)N1C(=O)C2CC=CCC2C1=O (stereo unspecified)	0.9	1	-5	-0.1	-2	22	-2	3	0
COC(=O)COc1ccc(S(=O)(=O)Nc2ccc(NC(C)=O)cc2)cc1	-0.7	-5	-4	-0.1	-2	10	-4	2	-2
CCOc1ccccc1NC(=O)C1=C(C)NC(=O)NC1c1cccc(OC)c1OC (stereo unspecified)	-1.3	1	-7	-0.7	-6	5	9	-13	-4
COc1cc(C(=O)NCCc2ccc(F)cc2)ccc1OCC(=O)N1CCOCC1	.	-2	-8	-0.3	4	11	12	-3	1
Cc1cc(C)nc(SCc2cn3cc(Cl)ccc3n2)n1	0.9	-2	-3	-0.6	-2	-6	12	-19	-3
Cc1c(-n2c(SCC(=O)C(C)(C)C)nc3ccccc3c2=O)c(=O)n(-c2ccccc2)n1C	-0.1	-1	-2	-1.6	2	-11	9	10	-15
CC(NC(=O)CCc1nnc(C2CCCCC2)o1)c1ccc(F)cc1 (stereo unspecified)	-1.0	-6	-9	-0.9	-1	12	0	2	-3
CCC(CC)NC(=O)COC(=O)c1cccc(C)c1O	-0.7	3	-2	-0.2	-3	3	-5	-18	-4
O=S(=O)(Nc1cccc(S(=O)(=O)N2CCCCC2)c1)c1ccccc1F	0.9	34	6	-0.2	-3	11	8	1	-7
CC(=O)Nc1ccc(CN2CCN(CCC(C)C)C(CCO)C2)cc1 (stereo unspecified)	0.0	-11	-3	-0.1	2	-5	-14	7	-4
Cc1ccc(-c2ccc(CN3C(C(C)C)C(=O)N(Cc4cn(CC5CCCCC5)nn4)CCS3(=O)=O)cc2)cc1 (stereo unspecified)	-0.2	-6	41	-1.0	-8	16	4	-3	-3
COc1ccc(CN2C(=O)c3ccccc3C2=O)cc1C(=O)OC(C)C(=O)NC(N)=O (stereo unspecified)	-0.4	-8	-4	-1.0	-9	-6	14	0	-9
O=[N+]([O-])c1ccc(F)c(CN2CCN(c3ncc(Cc4ccccc4)cn3)CC2)c1	0.2	.	.	0.0	-1	-1	7	.	.
CN(C)CCCC(C)(O)C(Cc1ccccc1)c1ccccc1 (stereo unspecified)	-1.5	6	-15	0.1	-9	6	-8	3	-5
CC1Cc2cc(S(=O)(=O)N3CCN(c4ccccc4F)CC3)ccc2N1C(=O)C1CC1 (stereo unspecified)	0.7	-1	28	-0.1	-3	18	4	-4	-1
O=C(NC1CCCCCCC1)c1ccccc1O	1.4	-9	0	1.2	2	-3	-2	2	-6
CCOc1cc(N2CCOCC2)c(OCC)cc1NC(=O)CN1C(=O)NC2(CCc3ccccc32)C1=O (stereo unspecified)	0.3	2	-3	-0.2	-3	-5	-7	-5	-2
O=C(CSc1nc2ccc(Cl)cc2[nH]1)c1cccs1	-1.0	-76	6	0.9	0	1	-2	-10	-3
COc1ccc(-c2sc3ccc(N4CCOCC4)cc3c2C#CC2(O)CCCCC2)cc1	1.3	-4	15	0.4	12	1	-7	-6	-1
CCN(CC(=O)Nc1ccccc1OC)C(=O)C1CCCC1	-1.0	6	-7	0.3	-4	9	0	-2	-1
CC1CN(Cc2cn(C)nc2-c2ccc(Oc3ccccc3)cc2)CCN1C (stereo unspecified)	-0.2	12	-2	-1.0	-4	5	-9	-14	-9
Cc1ccc(NC(=S)NCCN2CCOCC2)cc1C	1.7	-34	-5	-0.9	6	0	-4	-4	-2
COc1ccc(NC(=S)Nc2ccccc2SC)c(OC)c1	-0.4	30	0	0.3	-1	-10	5	5	-2
Cn1cc(S(=O)(=O)Nc2cccc(F)c2)c(=O)n(C)c1=O	-1.5	3	-9	-0.8	3	-8	-2	-2	-2
O=C(NCC1CCCO1)c1cccc(-n2cnnn2)c1 (stereo unspecified)	-0.2	-4	-3	-0.2	0	-13	0	2	-2
Cc1nc(SCC(=O)NC(=O)NCCC(C)C)c2c(-c3cccs3)csc2n1	3.0	9	22	-0.8	-10	-10	-16	13	-7
Cc1ccccc1CCNC(=O)CCn1nc(C)c2c(C)n(-c3ccccc3)nc2c1=O	-0.6	-1	-1	0.4	-1	-3	0	-7	-2
Cc1cccc(C)c1NC(=O)c1ccccc1C(=O)O	-0.8	1	-7	0.0	-3	16	10	-3	-3
Cc1onc(-c2ccccc2)c1-c1nnc(CN2CCN(S(=O)(=O)c3ccccc3F)CC2)o1	-1.6	-4	14	0.4	-2	-1	0	-2	-2
CCOc1ccccc1NC(=O)C(CC)Sc1nc2ccsc2c(=O)n1CCC(=O)O (stereo unspecified)	-0.4	1	-2	-0.3	0	3	-38	4	-8
COc1ccc(NC(=O)c2ccc(-n3cncn3)c([N+](=O)[O-])c2)cc1	-0.1	9	-5	6.2*	2	3	4	-4	-1
Nc1ccccc1-c1ccccc1N	-0.4	0	-7	0.6	1	4	-10	6	-3
O=C(O)c1ccccc1/C=N/Nc1ccc(S(=O)(=O)N2CCCC2)cc1[N+](=O)[O-]	0.3	3	10	-0.7	2	-2	3	-3	-1
COC(=O)[C@H](Cc1ccccc1)NC(=O)c1ccc2ccccc2n1	-1.2	10	14	-0.8	3	-5	6	-3	-4
CCCC(=O)Nc1sc2c(c1C#N)CCCCC2	-0.2	-1	7	-0.8	-1	4	-8	1	2
CCOc1ccc(-n2c(SCc3ccc(C(=O)OC)o3)nc3c(c2=O)SCC3)cc1	0.3	15	29	-0.8	-3	2	8	-11	4
CC1CC(c2ccccc2)NS(=O)(=O)O1 (stereo unspecified)	0.4	-18	-16	-0.2	6	-1	4	-4	-5
O=C(Nc1ccnn1C1CCN(Cc2cccc(F)c2F)CC1)C1CCCC1	0.4	-3	0	-0.2	2	-5	-11	-11	-2
Cc1cc(C)n(C(=O)c2nn(C)c(C)c2[N+](=O)[O-])n1	-0.6	-10	-9	-0.8	2	-15	-4	-9	-7
O=C(Nc1cccc(Cl)c1)Nc1ccc2nccnc2c1	0.5	1	-38	4.7	2	-2	-2	2	-3
O=C(/C=C/Nc1cccc(F)c1)c1ccco1	2.0	8	2	-0.6	2	35	0	0	-1
CC(C)(C)NC(=O)NC(=O)COC(=O)COc1ccc(Cl)cc1Cl	-0.6	3	-1	0.0	0	1	0	-2	0
Cc1ccc(OC(=O)c2cc(=O)c3ccccc3o2)cc1	-1.4	-7	-1	-1.0	5	2	-1	-14	-15
CCOC(=O)C(=O)N(CC)C1CCS(=O)(=O)C1 (stereo unspecified)	-0.1	14	-4	-0.6	-1	-9	-8	17*	-3
Cc1cc(OCC(=O)Nc2ccc(N3CCN(C(=O)c4ccco4)CC3)cc2)cc(C)c1Cl	2.3	-2	3	-0.8	8	0	-4	-10	-1
O=C(COC(=O)CNC(=O)C1CCCCC1)Nc1ccc2c(c1)OCCO2	-2.2	16	-1	-0.4	-1	7	-6	-11	-2

More entries:
Structure	MsrA inh	PABP1 MLLE inh	FAS TE block	Tb MetRS inh	MT1-MMP act inh	SKN-1 block	CendR NRP1 mod	E coli Lon inh	MsrA act
Cn1cc(CN2CCc3c([nH]c4ccccc34)C2C(C)(C)C)cn1 (stereo unspecified)	2.2	-4	-4	-0.9	-3	0	5	3	-8
COc1cc(OC)cc(C(=O)NCC(=O)NCC(c2ccco2)N2CCCCC2)c1 (stereo unspecified)	-0.7	-4	-4	-0.5	-1	-18	0	-15	-5
CS(=O)(=O)N(CC(=O)Nc1ccccc1C(=O)NCc1ccco1)c1ccc2c(c1)OCCO2	-0.2	11	-2	-1.0	-5	-3	17	-5	1
COc1ccc(C(=O)NCCc2nc3cc([N+](=O)[O-])ccc3n2C)cc1	1.8	0	22	0.1	1	-13	-3	-1	-1
COc1ccc(/C=N/NC(=O)C2C(=O)NCC2c2ccccc2)c(OC)c1 (stereo unspecified)	2.1	-8	-3	0.3	-2	4	14	-7	-2
C[C@H](CO)N1C[C@H](C)[C@@H](CN(C)C(=O)Nc2ccc(F)cc2)Oc2ccc(NS(C)(=O)=O)cc2C1=O	-0.5	0	-12	0.3	2	-1	-10	-2	-1
O=C(CSc1ccc([N+](=O)[O-])cn1)Nc1ccc2[nH]c(=O)[nH]c2c1	2.1	10	44	-0.1	2	-2	-1	2	-4
Nc1nonc1C(=O)N/N=C\c1cc2c(cc1Cl)OCO2	1.9	-2	-3	-0.1	0	-30	16	-12	-2
COc1ccc(CCN(Cc2nc(-c3ccccc3)no2)Cc2nc(-c3ccccc3)no2)cc1OC	-0.1	-15	24	0.1	-2	11	10	-7	0
CC1CC1C(=O)OCC(=O)Nc1cccc(Br)c1 (stereo unspecified)	-0.3	2	0	-0.1	5	18	-2	6	-6
CC(Nc1nc(-c2ccccc2F)nc2ccccc12)c1ccccc1 (stereo unspecified)	-0.1	2	19	0.1	-7	18	-9	-4	-3
